SENP7 block: SENP7 protease inhibition | Q9BQF6 | recombinant SENP7, Z-RLRGG-aminoluciferin luminescence, 40 min | inhibition, % at 5 µM | 330,000 tested, 1.5% active;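 active = inhibition above about 50% at the single test dose, limit read from the data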;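 note: plate controls were DMSO with enzyme for no effect and no enzyme buffer wells for full effect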
Target sequence (Q9BQF6 706-1050 limits assumed): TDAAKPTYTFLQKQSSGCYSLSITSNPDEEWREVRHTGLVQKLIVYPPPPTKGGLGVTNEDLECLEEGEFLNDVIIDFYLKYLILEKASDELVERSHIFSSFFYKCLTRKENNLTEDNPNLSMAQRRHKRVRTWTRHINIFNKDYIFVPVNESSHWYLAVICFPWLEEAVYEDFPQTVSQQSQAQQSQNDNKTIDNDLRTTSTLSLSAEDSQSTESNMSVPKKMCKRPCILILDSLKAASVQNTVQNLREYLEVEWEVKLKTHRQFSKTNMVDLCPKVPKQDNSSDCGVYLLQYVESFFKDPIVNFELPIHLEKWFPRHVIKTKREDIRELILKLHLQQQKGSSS
SENP8 block-1: blocks the human protease SENP8 | Q96LD8 | 330,000 tested, 1.2% active | AID 2540 | purified SENP8, Z-RLRGG-aminoluciferin cleavage, luminescence | inhibition, % at 10 µM; in the data active = inhibition above about 50%
Apaf1 inhib: blocks human Apaf-1 apoptosome activity | reconstituted apoptosome caspase-3 activity, DEVD-Rh110 fluorescence | O14727 | inhibition, % at 20 µM | 330,000 tested, 0.71% active; active = inhibition of at least 40% at 20 µM;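 note: plate controls were DMSO wells for no effect and DEVD-CHO caspase inhibitor wells for full effect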
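System: Apoptosome proteins | Medium: Hepes pH 7.5 with detergent and BSA | Also added: Cytochrome c trigger plus (Z-DEVD)2-Rh110 caspase-3 substrate | Incubation: 30 min compound preincubation, 50 min activation, room temperature | Detection: Rhodamine 110 fluorescence at Ex 480/Em 540 nm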
A3G deaminase: inhibitors of human APOBEC3G DNA deaminase | inhibition, % at 20 µM | 330,000 tested, 0.28% active | recombinant A3G, ssDNA deamination FAM/TAMRA fluorescence;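 active = inhibition of at least 40% at 20 µM, with no more than 30% in the related APOBEC3A deaminase screen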;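 note: plate controls were DMSO wells with A3G for no effect and wells lacking A3G enzyme for full effect; some compounds called inactive have numbers as strong as hits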
Target sequence (Q9HC16 whole entry, looked up): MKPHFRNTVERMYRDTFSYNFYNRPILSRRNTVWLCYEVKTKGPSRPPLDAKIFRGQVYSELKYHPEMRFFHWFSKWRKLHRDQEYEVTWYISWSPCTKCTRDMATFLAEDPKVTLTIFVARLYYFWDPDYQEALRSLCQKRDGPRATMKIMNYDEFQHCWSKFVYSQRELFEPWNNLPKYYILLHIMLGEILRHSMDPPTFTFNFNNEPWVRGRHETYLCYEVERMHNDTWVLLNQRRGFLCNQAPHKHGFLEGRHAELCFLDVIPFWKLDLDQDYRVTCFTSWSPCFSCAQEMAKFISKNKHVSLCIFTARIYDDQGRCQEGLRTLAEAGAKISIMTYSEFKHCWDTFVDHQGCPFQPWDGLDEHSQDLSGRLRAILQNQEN
SENP6 block: inhibitors of human SENP6 protease. Q9GZR1. Recombinant SENP6 catalytic domain, aminoluciferin luminescence. inhibition, % at 10 µM. 330,000 tested, 1.8% active. AID 2599;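 active = inhibition above about 50% at the single tested dose, limit read from the data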;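 note: plate controls were DMSO wells with enzyme for no effect and DMSO wells lacking enzyme for full effect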
SENP1 FRET inh: SENP1 (human) catalytic domain inhibition. Q9P0U3. recombinant SENP1 catalytic domain, CyPet-SUMO1-YPet FRET cleavage. inhibition, % at 10 µM. 360,000 tested, 0.21% active. AID 624204;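 active = inhibition at least 30% at 10 µM, raw YFP signal under a set limit, fluorescence ratio 0.5 to 1.5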;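 note: 0% = enzyme with DMSO and 100% = no enzyme wells; some results filed as inactive read as strong as hits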
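Compound: 10 µM single point, 0.5% DMSO; Test system: hSENP1 catalytic domain, recombinant; Timing: 50 min reaction at room temperature; Technique: FRET, CFP and YFP emission; Control set: no-enzyme wells low, DMSO-plus-enzyme wells high control.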
UBC13 inh: inhibitors of human UBC13 polyubiquitin chain formation | TR-FRET | inhibition, % at 20 µM | 330,000 tested, 0.47% active | AID 485273; in the data active = inhibition above about 45%, passing the limit was not always enough
Target sequence (P61088 whole entry, looked up): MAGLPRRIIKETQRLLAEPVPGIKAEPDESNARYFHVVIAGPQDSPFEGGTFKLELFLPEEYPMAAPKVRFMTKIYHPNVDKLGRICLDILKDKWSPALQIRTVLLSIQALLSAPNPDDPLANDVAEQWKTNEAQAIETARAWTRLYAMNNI
SENP8 block-2: SENP8 (human) protease inhibition. inhibition, % at 20 µM. AID 602440. recombinant SENP8, Nedd8 substrate fluorescence. 360,000 tested, 0.64% active; in the data active = inhibition mostly above about 40%, no sharp cut-off; inactive = mostly below about 27%
Starred values were filed as active, the others as inactive; i = inactive.

Values in the order: SENP7 block | SENP8 block-1 | Apaf1 inhib | A3G deaminase | SENP6 block | SENP1 FRET inh | UBC13 inh | SENP8 block-2
> O=C(NCC(c1cccs1)N1CCOCC1)c1ccc(OCc2ccccc2)cc1 (stereo not drawn)
    6.5 | -1.7 | 7.5 | -4.1 | 8.2 | 1.7 | 10.9 | 3.8
> CC(C)(C)OC(=O)NNC(=S)NC1CCCCC1
    -1.7 | -2.3 | -5.9 | -17.3 | 6.4 | 3.1 | 9.6 | 17.4
> COc1ccc(CCC(=O)NNC(=O)c2cccs2)cc1
    -8.0 | -8.4 | -2.2 | -5.8 | -24.9 | 1.2 | -9.3 | 9.6
> O=C(CC1N=C2c3ccccc3N=C(SCc3ccc(F)cc3)N2C1=O)NCc1ccco1 (stereo not drawn)
    -0.5 | -4.2 | 8.0 | -4.5 | -0.8 | -9.2 | 6.0 | -155.4
> O=C(c1ccccc1-n1cccc1)N1N=C(C(F)F)CC1(O)C(F)F (stereo not drawn)
    -6.2 | -6.0 | 7.3 | -10.1 | -17.7 | 1.8 | -16.0 | 11.3
> CN(C)C(C)(C)/C=C/C(O)(c1ccccc1)c1ccccc1
    -3.0 | -8.4 | 4.1 | 2.8 | -10.5 | 0.0 | -3.4 | 25.8
> COc1ccc(OC)c(CCNC(=O)Cn2nc(C)c3c(C)n(-c4ccc(C)cc4)nc3c2=O)c1
    2.3 | -0.8 | 6.1 | -4.7 | 4.7 | 1.8 | -2.4 | 11.9
> O=[N+]([O-])c1ccccc1OCCCN1CCc2ccccc2C1
    -5.6 | 4.5 | -11.8 | -13.4 | 22.4 | -1.1 | 3.7 | 4.6
> CC(C)NC(=O)c1ccc(C2SCC(=O)N2Cc2ccccc2)cc1 (stereo not drawn)
    -1.3 | 5.4 | -6.0 | -8.4 | -0.7 | 0.9 | -1.6 | -12.1
> CSc1nc(N)nc(SC2C=CCCC2)c1C#N (stereo not drawn)
    -1.5 | -12.9 | -8.8 | -9.6 | 0.6 | -1.5 | 9.4 | 7.8

Only SENP7 block and SENP8 block-1 (seven entries from above):
canonical_smiles	SENP7 block	SENP8 block-1
COc1ccc(OC)c(CCNC(=O)Cn2nc(C)c3c(C)n(-c4ccc(C)cc4)nc3c2=O)c1	2.3	-0.8
O=C(c1ccccc1-n1cccc1)N1N=C(C(F)F)CC1(O)C(F)F (stereo not drawn)	-6.2	-6.0
O=C(NCC(c1cccs1)N1CCOCC1)c1ccc(OCc2ccccc2)cc1 (stereo not drawn)	6.5	-1.7
CSc1nc(N)nc(SC2C=CCCC2)c1C#N (stereo not drawn)	-1.5	-12.9
CC(C)(C)OC(=O)NNC(=S)NC1CCCCC1	-1.7	-2.3
COc1ccc(CCC(=O)NNC(=O)c2cccs2)cc1	-8.0	-8.4
O=[N+]([O-])c1ccccc1OCCCN1CCc2ccccc2C1	-5.6	4.5

Further results follow.
Values in the order: SENP7 block | SENP8 block-1 | Apaf1 inhib | A3G deaminase | SENP6 block | SENP1 FRET inh | UBC13 inh | SENP8 block-2
> Cc1ccc2nc(SCC(=O)Nc3cccc(F)c3)nc(=O)n2c1
    -1.0 | 5.9 | 10.8 | 5.7 | -0.8 | 2.7 | -4.4 | -100.9
> CCOC(=O)N1CCC(NC(=O)CN2C(=O)CSc3nc(C)cc(C)c32)CC1
    -8.6 | -9.5 | 3.2 | 1.2 | 6.1 | -3.3 | -5.5 | 3.8
> COc1ccc(CCC(=O)Nc2sc(C(=O)N(C)C)c(C)c2C#N)cc1
    1.2 | -2.4 | 8.4 | -5.1 | -7.2 | 1.0 | -6.0 | -5.8
> Cc1ccc(C2=NNC(C(O)C(O)C(O)C(C)O)S2)cc1 (stereo not drawn)
    -0.6 | 2.0 | 1.2 | 4.8 | 5.6 | 0.5 | 8.3 | -124.1
> Oc1ccc2ccccc2c1/C=N/n1cnnc1
    1.1 | 1.7 | -2.2 | -1.9 | 0.8 | -33.3 | -1.8 | -45.8
> Cn1c(N)c(C(=O)COC(=O)COc2ccccc2Cl)c(=O)n(C)c1=O
    -16.5 | -11.2 | 6.9 | 4.5 | -18.6 | 0.6 | 1.1 | 6.9
> O=[N+]([O-])c1cc(Cl)c(O)c2ncccc12
    18.6 | -5.6 | 38.3 | 4.5 | 20.4 | -2.9 | -57.2 | 38.7
> Cc1nc(-c2ccccc2)sc1C(=O)/C=C/N(C)C
    4.7 | -1.7 | -2.8 | -4.3 | 5.0 | -2.2 | -3.5 | 5.7
> Cc1cc(-c2ccc(Cl)cc2)n2nc(C)cc2n1
    -1.4 | -2.4 | -8.5 | -4.3 | -16.2 | -5.9 | 5.5 | -58.7
> COc1ccccc1C1=CC(=O)C[C@H](c2ccc3c(c2)OCO3)C1
    9.7 | 3.2 | 21.6 | 2.2 | 4.8 | 1.0 | 5.7 | 7.1
> CCOc1c2ccc(C(=O)NCc3ccc(OC)cc3)cc2nn1CCOC
    -2.2 | -1.7 | -0.4 | 2.3 | 3.4 | -1.4 | 15.1 | i
> O=C(CC(SCc1ccco1)c1ccc(O)cc1)c1cccs1 (stereo not drawn)
    58.1* | 88.0* | 6.6 | 2.0 | 88.9* | 11.8 | -0.4 | -3.9
> Cc1nnc(SCc2ccccc2CSc2nnc(C)s2)s1
    12.3 | 4.3 | -8.3 | -5.9 | -10.3 | 1.5 | -10.0 | 5.9
> CC1=NN(c2nc3ccccc3[nH]2)C(=O)/C1=C/N(C)C
    95.9* | 92.3* | 16.3 | 0.4 | 88.2* | 0.8 | -22.7 | 14.9
> COc1cc(Cl)c(C)cc1NC(=O)COC(=O)CCc1nc2ccccc2c(=O)[nH]1
    -6.7 | -2.3 | 12.6 | -10.3 | -16.4 | -7.6 | -2.1 | 14.3
> Cc1c(N=Cc2ccc(Cl)o2)c(=O)n(-c2ccccc2)n1C
    -7.1 | -14.4 | -8.2 | -1.4 | -10.6 | -9.1 | -11.4 | 9.2
> CCOC(=O)c1sc(N)c(C#N)c1COC(=O)CNC(=O)c1cc(OC)c(OC)c(OC)c1
    -10.1 | -8.7 | 11.1 | -3.4 | -6.2 | 16.4 | -24.7 | -36.1
> O=C(NC(=S)NCCC1=CCCCC1)c1cccnc1
    -0.3 | 6.2 | -21.7 | -12.4 | -4.7 | -1.0 | 0.8 | 22.4
> C[n+]1cccc(C(=O)[O-])c1
    -2.0 | 10.5 | -5.6 | -3.7 | 1.2 | 1.4 | 12.4 | 8.4
> Cc1ccc(C)c(C(C)NC(=O)C2CCCO2)c1 (stereo not drawn)
    -12.4 | -1.7 | -13.8 | -10.4 | 3.7 | 0.6 | 10.1 | 4.2

3 compounds already listed, sorted by number of heavy atoms, smallest number first.
Values in the order: SENP7 block | SENP8 block-1 | Apaf1 inhib | A3G deaminase | SENP6 block | SENP1 FRET inh | UBC13 inh | SENP8 block-2
> Cc1ccc(C)c(C(C)NC(=O)C2CCCO2)c1 (stereo not drawn)
    -12.4 | -1.7 | -13.8 | -10.4 | 3.7 | 0.6 | 10.1 | 4.2
> CC1=NN(c2nc3ccccc3[nH]2)C(=O)/C1=C/N(C)C
    95.9* | 92.3* | 16.3 | 0.4 | 88.2* | 0.8 | -22.7 | 14.9
> CCOc1c2ccc(C(=O)NCc3ccc(OC)cc3)cc2nn1CCOC
    -2.2 | -1.7 | -0.4 | 2.3 | 3.4 | -1.4 | 15.1 | i

Back to the main list with the three entries that preceded the break.
Values in the order: SENP7 block | SENP8 block-1 | Apaf1 inhib | A3G deaminase | SENP6 block | SENP1 FRET inh | UBC13 inh | SENP8 block-2
> O=C(NC(=S)NCCC1=CCCCC1)c1cccnc1
    -0.3 | 6.2 | -21.7 | -12.4 | -4.7 | -1.0 | 0.8 | 22.4
> C[n+]1cccc(C(=O)[O-])c1
    -2.0 | 10.5 | -5.6 | -3.7 | 1.2 | 1.4 | 12.4 | 8.4
> Cc1ccc(C)c(C(C)NC(=O)C2CCCO2)c1 (stereo not drawn)
    -12.4 | -1.7 | -13.8 | -10.4 | 3.7 | 0.6 | 10.1 | 4.2
> CC(C)(C)N1CSC(=S)N(Cc2ccccc2)C1
    -4.3 | -2.5 | 8.1 | -4.4 | 4.0 | 0.7 | -19.9 | 7.8
> CC(=O)Nc1ccc(S(=O)(=O)NC2(C(F)(F)F)NC(=O)N(c3ccc(C)cc3)C2=O)cc1 (stereo not drawn)
    -7.7 | -11.9 | 2.4 | -13.9 | -14.5 | 0.7 | -1.0 | 7.5
> CN(C(=O)CN1C(=O)NC2(CCCc3ccccc32)C1=O)C1CCCCC1 (stereo not drawn)
    -0.2 | 2.1 | -4.9 | -7.2 | 2.0 | 1.1 | 2.5 | 3.2
> CN(C)/C=C(\C=N\OCc1ccc(Cl)cc1Cl)C(=O)Nc1ccc(Cl)c(Cl)c1
    -6.4 | -1.2 | 7.5 | -7.2 | -3.7 | 0.9 | -20.6 | 24.0
> CC1=Nn2c(nnc2-c2cc(-c3ccccc3)n[nH]2)SC1
    -5.2 | 2.1 | -13.4 | -8.9 | -4.4 | 0.8 | 3.3 | 21.4
> CC(C)(C)NC(=S)NNC(=O)c1ccc2ncccc2c1
    0.1 | -9.1 | -18.5 | 0.2 | -14.2 | -0.4 | -6.7 | -16.9
> Cc1cccc(-n2c(=S)[nH]c3sc4c(c3c2=O)CCc2ccccc2-4)c1
    14.5 | 6.6 | 11.2 | -3.8 | 27.7 | -7.5 | 3.5 | -9.4
> CCCn1c(=O)c(C(=O)Nc2ccccc2C(=O)OC)c(O)c2ccccc21
    1.2 | 1.9 | 8.4 | -6.0 | -6.5 | 2.1 | 9.9 | -109.3
> CCCCCCCNC(=O)C1(CC2CC(c3cccc(Br)c3)=NO2)CCN(C(=O)CCCCCBr)CC1 (stereo not drawn)
    -12.7 | -7.9 | 25.3 | -11.4 | -8.6 | 0.7 | 45.1* | 18.0
> COc1ccccc1C(=O)N(Cc1ccco1)C1CCS(=O)(=O)C1 (stereo not drawn)
    -5.1 | -8.6 | 9.3 | -5.8 | -9.7 | 1.3 | -2.3 | 19.8
> C=CCn1c(=O)c2c(nc(-c3ccc(S(=O)(=O)O)cc3)n2C)n(C)c1=O
    7.9 | 7.7 | -12.2 | -10.1 | -4.2 | 1.8 | 11.7 | -375.0
> CC(=O)c1ccc(OCCCCCCCOc2ccc(C(C)=O)cc2)cc1
    -6.6 | -9.1 | 9.8 | 5.2 | -6.5 | 0.1 | -18.6 | 9.1
> CNc1c([N+](=O)[O-])cnn1-c1ccc(Cl)cc1Cl
    5.1 | -9.5 | -8.3 | -5.4 | 0.4 | 3.8 | -0.5 | 10.3
> Cc1ccc2c(c1)=C(c1sc(N(C)c3ccc(O)cc3)nc1O)C(=O)N=2
    -3.9 | -23.2 | 15.2 | -6.6 | -26.4 | 0.4 | -124.0 | 26.6
> CC(Sc1nc(-c2ccccc2)cc(C(F)(F)F)n1)C(=O)Nc1sc2c(c1C(N)=O)CCC2 (stereo not drawn)
    -1.3 | -8.8 | 13.3 | -8.0 | 1.7 | 1.9 | -25.4 | 10.6
> C=CCn1c2ccccc2c2nnc(SCc3[nH]c(=O)[nH]c3C(=O)CCCCC(=O)OCC)nc21
    1.1 | -1.7 | 15.7 | -5.4 | -14.9 | 6.7 | 9.4 | 11.1
> COc1ccc(N2CCN(C(=O)c3ccc4c(=O)n(Cc5ccc6c(c5)OCO6)c(=O)[nH]c4c3)CC2)cc1
    -2.5 | -0.3 | 9.4 | -5.7 | -6.6 | 0.5 | -5.3 | -0.7
> Cc1cccc(NC(=S)NCC(C)CSc2ccc(Cl)cc2)c1 (stereo not drawn)
    -4.4 | -8.3 | 23.1 | -3.8 | -8.0 | 3.9 | -6.4 | 5.7

Source: PubChem BioAssay (Sanford-Burnham Center for Chemical Genomics)
